# Bioassay records from PubChem.
# PAFAH1B3 FP inh: blocks human PAF acetylhydrolase 1B catalytic subunit 3; Q15102; recombinant PAFAH1B3, FP-rhodamine probe, fluorescence polarization; inhibition, % at 3.39 µM; actives 0.28% (n = 340,000); AID 492972;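 active = inhibition above the screen-wide average of all tested compounds plus 3 SD, cut at about 25% in these data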;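 note: 0% = enzyme with DMSO only and 100% = wells lacking PAFAH1B3 protein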
# Target sequence (Q15102 whole entry, looked up): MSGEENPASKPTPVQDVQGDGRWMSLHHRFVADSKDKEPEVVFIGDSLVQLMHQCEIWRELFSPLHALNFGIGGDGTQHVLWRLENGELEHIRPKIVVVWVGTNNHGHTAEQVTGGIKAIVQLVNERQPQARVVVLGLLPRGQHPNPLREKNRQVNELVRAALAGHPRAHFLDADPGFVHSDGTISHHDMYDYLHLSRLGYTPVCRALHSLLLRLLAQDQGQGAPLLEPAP
# pPAFAH FP inh: inhibitors of human plasma PAF acetylhydrolase (pPAFAH) | inhibition, % at 3.39 µM | actives 1.5% (n = 330,000) | AID 463082 | recombinant pPAFAH, FP-rhodamine probe fluorescence polarization | Q13093;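 active = inhibition above the mean inhibition across the screen plus 3 SD, cut at about 25% in these data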;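 note: inhibitors block binding of the rhodamine activity-based probe so polarization drops; 0% = enzyme with DMSO and 100% = wells lacking pPAFAH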
# PAFAH2 inh: inhibitors of human PAFAH2. actives 0.99% (n = 340,000). recombinant PAFAH2, FP-rhodamine activity probe, fluorescence polarization. inhibition, % at 3.39 µM;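 active = inhibition above the mean over all tested compounds plus 3 SD, cut at about 30% in these data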;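 note: inhibitors block probe labeling of enzyme so polarization drops; 0% = enzyme with DMSO and 100% = wells lacking PAFAH2 protein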
# LYPLA1 inh: LYPLA1 (human) inhibition in PME1 counter-screen; actives 0.16% (n = 320,000); O75608; inhibition, % at 5.9 µM; recombinant LYPLA1, FP-Rh probe fluorescence polarization; AID 2174;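 active = inhibition above the mean of all tested compounds plus 3 SD, set per campaign, cut at about 14% in these data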;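 note: inhibitors block serine hydrolase probe labeling of LYPLA1 so polarization falls; 0% = enzyme with DMSO and 100% = wells lacking LYPLA1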
# Target sequence (O75608 whole entry, looked up): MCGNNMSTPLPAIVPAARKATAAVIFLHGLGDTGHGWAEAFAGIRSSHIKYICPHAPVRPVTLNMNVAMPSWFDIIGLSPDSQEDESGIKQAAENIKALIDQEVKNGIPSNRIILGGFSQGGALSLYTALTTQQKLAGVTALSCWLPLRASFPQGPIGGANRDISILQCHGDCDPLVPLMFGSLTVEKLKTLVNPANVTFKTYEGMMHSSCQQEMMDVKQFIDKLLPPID
# ZTA counter: ZTA (EBV) inhibition in EBNA-1 counter-screen. inhibition, % at 11 µM. actives 0.15% (n = 320,000). P03206. ZTA-DNA binding, fluorescence polarization; in the data active = inhibition above about 33%
# Target sequence (P03206 whole entry, looked up): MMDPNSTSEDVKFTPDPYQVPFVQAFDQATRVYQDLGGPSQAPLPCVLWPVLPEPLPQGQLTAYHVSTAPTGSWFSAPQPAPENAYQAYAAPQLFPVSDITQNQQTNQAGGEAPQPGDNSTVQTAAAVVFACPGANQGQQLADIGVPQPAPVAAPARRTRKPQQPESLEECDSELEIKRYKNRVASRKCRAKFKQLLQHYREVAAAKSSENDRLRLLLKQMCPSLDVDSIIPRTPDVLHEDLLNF
# PREPL inh: inhibits the human prolyl oligopeptidase-like enzyme; recombinant PREPL, fluorescence polarization activity-based probe; actives 0.68% (n = 320,000); Q4J6C6; inhibition, % at 5.96 µM; in the data active = inhibition above about 43%;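 note: 0% = enzyme with DMSO and 100% = wells lacking enzyme; many of its hits are not listed in these tables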
# LYPLA2 inh: LYPLA2 (human) inhibition in PME1 counter-screen; O95372; recombinant LYPLA2, FP-Rh probe fluorescence polarization; inhibition, % at 5.9 µM; actives 0.38% (n = 320,000);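 active = inhibition above the screen-wide mean plus 3 SD, limit set per campaign, cut at about 26% in these data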;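 note: 0% = LYPLA2 with DMSO and 100% = wells lacking LYPLA2 enzyme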
# Target sequence (O95372 whole entry, looked up): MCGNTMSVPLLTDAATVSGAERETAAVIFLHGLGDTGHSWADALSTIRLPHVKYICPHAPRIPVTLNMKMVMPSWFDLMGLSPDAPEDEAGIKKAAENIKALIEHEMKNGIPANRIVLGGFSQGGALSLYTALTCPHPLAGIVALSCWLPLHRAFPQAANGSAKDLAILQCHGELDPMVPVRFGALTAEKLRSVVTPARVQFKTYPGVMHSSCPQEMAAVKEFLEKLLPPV
# PAFAH1B2 FP inh: blocks human PAF acetylhydrolase 1b catalytic subunit 2; recombinant PAFAH1B2, FP-rhodamine activity probe, fluorescence polarization; inhibition, % at 3.39 µM; actives 1.2% (n = 340,000); AID 492953;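 active = inhibition above the mean of all tested compounds plus 3 SD, cut at about 24% in these data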;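 note: 0% = enzyme with DMSO and 100% = wells lacking PAFAH1B2; many of its hits are not listed in these tables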
# EBNA-1 inhibitor: blocks EBNA-1 binding to DNA; EBNA-1 DNA binding, fluorescence polarization; inhibition, % at 14.8 µM; actives 0.34% (n = 300,000); in the data active = inhibition above about 28%
# * marks the source's active call; other numbers are inactive results; · = not tested or not shown. An excerpt; the hit share may differ from the screen's.
molecule	PAFAH1B3 FP inh	pPAFAH FP inh	PAFAH2 inh	LYPLA1 inh	ZTA counter	PREPL inh	LYPLA2 inh	PAFAH1B2 FP inh	EBNA-1 inhibitor
Clc1ccc(C2[C@H]3CN(Cc4cccnc4)[C@H](c4ccccc4)C34CC2(c2cccnc2)C4)cn1 (stereo not given in full)	-6.1	2.1	7.8	-0.2	-9.7	14.5	5.0	2.7	8.6
CCC(c1nnnn1C1CCCC1)N(Cc1cccs1)Cc1cc2cc(C)ccc2[nH]c1=O (stereo not given)	6.6	3.6	1.2	-5.0	2.6	-2.0	-2.4	-2.9	-2.4
CC(=O)c1c(C)[nH]c(C(=O)Nc2cc(C)cc(C)c2)c1C	4.9	5.1	0.5	-2.5	3.0	-25.8	-4.4	3.2	3.4
CC(NC(=O)Nn1cnnc1)(C(F)(F)F)C(F)(F)F	7.3	-0.5	7.5	1.8	5.2	6.2	6.6	1.8	0.9
CCc1nccn1CCC(=O)NC1CCCc2c1cnn2-c1ccc(F)cc1F (stereo not given)	-4.9	-2.2	-0.2	-0.5	6.7	4.0	4.1	-3.3	-6.0
O=C1CN(S(=O)(=O)c2cc(Cl)ccc2Cl)CCN1	8.4	1.7	4.8	3.1	-2.9	3.6	6.4	-4.4	-3.8
CCCCS(=O)(=O)Nc1ccc(N2CCOCC2)c(S(=O)(=O)N2CCOCC2)c1	3.3	5.0	-4.8	-5.0	8.7	-2.4	-11.2	5.2	5.2
COc1cc(OC)cc(C(=O)N[C@H](C(=O)OCC(=O)Nc2ccc(C(N)=O)cc2)C(C)C)c1	-5.0	-2.3	-0.2	-0.6	-2.7	-5.5	-3.8	-3.4	1.0
Cc1cc(C)n2c(SCc3ccccc3Cl)nnc2n1	6.7	1.6	7.3	-1.7	-4.6	0.7	1.2	5.2	-17.7
CCCCNC(=O)CCCn1c(=O)[nH]c2ccc(Br)cc2c1=O	-1.6	1.0	12.2	-2.9	-14.4	1.9	-5.0	3.6	-1.9
CCN1CCCC1CNCc1cccc(OC)c1OCc1ccccc1 (stereo not given)	5.4	-1.9	-6.3	-2.1	-6.2	-15.4	-0.6	3.3	-0.9
N#CCCN(CCN1CCCC1)S(=O)(=O)c1ccc(-c2ccc([N+](=O)[O-])cc2)cc1	10.9	2.8	-2.0	-0.4	-2.5	21.8	4.2	4.2	-15.2
O=C1C2C3C=CC(CC3)C2C(=O)N1c1ccc2c(c1)OCO2 (stereo not given)	3.4	-1.2	2.1	-4.2	-7.3	2.1	-1.8	4.3	-4.8
CC(=O)NC12CC3CC(C1)CC(C(=O)Nc1nccs1)(C3)C2	4.8	3.1	2.4	-0.1	12.6	2.5	3.0	5.0	-0.5
Cc1ccc(CNC(=O)CCCn2nc(C)c3c(C)n(-c4ccccc4)nc3c2=O)cc1	4.2	4.0	-6.1	7.2	-2.1	-4.0	8.1	-1.1	-4.5
Cc1cc(SCC(=O)OCC(=O)N2CCN(C(=O)c3ccco3)CC2)c(C)cc1Br	1.8	22.5	1.8	-0.5	-1.9	12.5	4.2	4.8	6.8
CC1CN(CCCCSc2ccccc2)CC(C)O1 (stereo not given)	10.1	-0.1	2.8	2.0	-9.2	-16.8	2.2	10.8	3.1
CC1CCN(C(=O)c2ccc3c(c2)OCCO3)CC1	6.6	4.3	-1.9	4.7	-12.0	5.5	12.5	3.7	-5.0
COCCCNC(=O)Cc1ccc(S(=O)(=O)N2CCOCC2)s1	14.1	3.1	7.4	0.0	9.8	-1.2	1.1	-5.1	·
Cc1ccc(S(=O)(=O)Nc2cccc3ncccc23)cc1	6.6	2.2	-5.3	1.2	0.2	2.3	-7.1	-1.8	2.1
Cc1ccc(CNC(N)=S)cc1	6.0	0.6	16.6	-2.9	13.0	0.2	-1.9	9.3	1.0
O=C(CO/N=C/c1ccc(OC(F)F)cc1)N1CCc2ccccc21	-8.7	3.8	-1.1	0.3	-13.4	-10.2	6.5	-4.4	0.8
CCOC(=O)c1ccc(NC(=O)C2COc3ccccc3O2)cc1 (stereo not given)	6.2	3.5	2.5	-1.5	20.1	6.7	4.4	0.5	11.8
O=C(c1cc(-c2ccccc2)on1)N1CCCC1	-0.4	4.2	-3.8	-0.2	2.9	6.4	-2.5	0.3	-4.0
Cc1ccc(C(=O)N/C(=C\c2cccs2)C(=O)NCCCN2CCOCC2)cc1	9.1	3.4	1.7	2.9	-1.6	-0.7	11.0	7.2	6.9
COc1ccccc1/C=C1\SC(N2CCC(C)CC2)=NC1=O	3.0	4.1	4.9	-0.8	-6.9	2.6	-3.1	9.2	-3.3
COc1ccc(CNC(=O)CN(C(=O)c2cc3sccc3n2C)C2CCCC2)cc1	1.6	1.6	1.1	-1.1	-2.8	5.0	-2.9	-3.9	2.8
COc1ccc(C2=CC(=O)OC3(CCCCC3)O2)cc1	2.1	1.9	-8.7	-2.5	13.5	0.4	-0.7	6.3	8.6
COC(=O)c1cn(NC(=O)c2cnccn2)c(=O)c2ccccc12	5.6	-1.9	0.6	2.2	-6.3	6.5	4.5	-4.1	-3.2
COc1ccc(-c2ccnc(SCC(=O)c3ccc(Br)cc3)n2)cc1	-1.1	-3.6	-2.2	-3.4	-0.9	-10.9	-1.4	4.1	-13.2

# Laid out differently: results already given
Molecule: CCCCNC(=O)CCCn1c(=O)[nH]c2ccc(Br)cc2c1=O
  PAFAH1B3 FP inh = -1.6
  pPAFAH FP inh = 1.0
  PAFAH2 inh = 12.2
  LYPLA1 inh = -2.9
  ZTA counter = -14.4
  PREPL inh = 1.9
  LYPLA2 inh = -5.0
  PAFAH1B2 FP inh = 3.6
  EBNA-1 inhibitor = -1.9

Molecule: CCN1CCCC1CNCc1cccc(OC)c1OCc1ccccc1 (stereo not given)
  PAFAH1B3 FP inh = 5.4
  pPAFAH FP inh = -1.9
  PAFAH2 inh = -6.3
  LYPLA1 inh = -2.1
  ZTA counter = -6.2
  PREPL inh = -15.4
  LYPLA2 inh = -0.6
  PAFAH1B2 FP inh = 3.3
  EBNA-1 inhibitor = -0.9

# Additional records:
molecule	PAFAH1B3 FP inh	pPAFAH FP inh	PAFAH2 inh	LYPLA1 inh	ZTA counter	PREPL inh	LYPLA2 inh	PAFAH1B2 FP inh	EBNA-1 inhibitor
COc1cccc(-c2ncc3ccccc3c2COC(=O)c2cccs2)c1	3.0	23.7	9.9	-0.9	26.4	-0.8	-3.4	2.6	·
O=C(c1ccoc1)N1CCCC(Nc2ccc(F)c(F)c2)C1 (stereo not given)	4.3	-1.3	-1.0	-2.4	1.6	8.8	-11.7	2.6	1.1
O=C(COC(=O)c1ccccn1)Nc1cc(Cl)ccc1Cl	4.4	0.8	11.3	0.5	7.0	-2.8	1.2	3.2	0.7
COC(=O)C1=CO[C@@H](O[C@@H]2OC(CO)[C@@H](O)[C@@H](O)[C@@H]2O)C2C1CC[C@]2(C)O (stereo not given in full)	4.9	2.0	-3.3	-2.1	9.2	-4.1	2.8	4.6	-2.3
Cn1ncc([N+](=O)[O-])c1C(=O)Nc1ccc(-c2nc3ccccc3o2)cc1	2.8	4.9	-0.2	-3.2	-4.2	0.3	8.3	-6.0	6.9
COc1ccc(-c2noc(N3CCC(C(=O)Nc4ccc(F)cc4F)CC3)n2)cc1	9.2	-3.1	1.1	-0.3	20.1	-9.7	-1.3	3.2	9.3
COCCN1C=C(C(=O)OC)C(c2cc(Br)c(OC)c(OC)c2)C(C(=O)OC)=C1	11.9	6.0	4.0	-0.5	10.6	-3.5	10.8	2.6	-4.9
CCOc1ccc(-n2c(C)nc(O)c2N=Nc2ccccc2)cc1	2.7	0.4	-1.3	0.7	-0.5	-1.2	-2.9	3.0	-7.3
O=C(CN1c2cccc3cccc(c23)S1(=O)=O)NCCc1ccccc1	1.3	6.3	-9.1	·	·	14.6	·	-2.2	·
N#C/C(=C(/O)CCl)c1nc2ccccc2[nH]1	5.6	8.3	5.0	-2.5	17.4	50.0*	-7.3	2.9	13.5
Cc1ccc(S(=O)(=O)N2CCOCC2)cc1NC(=O)COC(=O)c1cc(=O)[nH]c2ccccc12	6.2	-8.5	4.8	0.9	9.6	-13.1	1.5	0.7	-2.4
O=S(N1CCCCC1)C12CC3CC(CC(C3)C1)C2 (stereo not given)	1.1	-3.0	-5.0	-0.7	2.4	2.1	-0.8	4.6	-10.8
O=C(COC(=O)c1cnc(Cl)c(Cl)c1)NC1CCCCCC1	17.5	4.3	6.8	1.1	-11.4	6.9	6.2	7.0	·
CCc1ccc2[nH]c(=O)c(CN(Cc3ccco3)C(=S)NCC3CCCO3)cc2c1 (stereo not given)	4.1	9.0	4.0	-0.5	-12.0	9.5	-0.2	3.8	4.4
CCOc1ccc(Cl)cc1S(=O)(=O)NCc1ccccn1	3.9	-2.0	6.3	-0.9	4.8	-6.6	-1.9	3.9	-1.0
Cc1cc(C)n(CCOc2ccc(Cl)cc2Cl)n1	-2.9	5.0	-4.1	2.0	-13.2	-12.2	7.1	2.3	-3.0
O=C(OCCc1cc2ccccc2c(=O)o1)N1CCOCC1	4.4	2.9	6.1	4.6	-1.6	15.7	6.3	-1.8	·
O=C(O)c1c(Cl)c(Cl)c(Cl)c(Cl)c1C(=O)N1CCOCC1	-0.3	1.3	4.3	1.5	-4.7	1.5	-8.0	7.3	-0.2
CN1CC2(C(=O)c3ccccc3)CN(C)CC(C(=O)c3ccccc3)(C1)C2	4.7	5.5	-9.3	0.3	7.8	17.4	-4.2	4.8	2.2
Cc1ccc(-c2cc3cccc[n+]3cc2-c2ccc(C)cc2)cc1	1.4	0.5	-1.2	-1.6	-23.5	-4.7	2.3	-1.6	-11.6
CCn1cc(SCC(=O)NC2CCCC2)c2ccccc21	5.5	2.4	0.1	-2.8	3.6	-7.1	-1.3	10.2	-1.4
O=C(/C=N\O)NCCCNCc1ccccc1	0.5	3.0	3.5	-0.9	-3.9	3.0	1.7	-0.2	-2.5
N#Cc1nc(COc2ccc(F)cc2)oc1NCCN1CCOCC1	3.2	6.4	-1.8	3.3	-20.4	16.9	5.8	5.4	0.2
O=C(CN1C(=O)CSc2ccc(S(=O)(=O)N3CCOCC3)cc21)NCCCN1CCCCC1	3.0	0.8	1.9	-0.4	8.4	6.0	4.0	0.1	10.6

# Three entries out of the list, ordered by formula weight, rising.
molecule	PAFAH1B3 FP inh	pPAFAH FP inh	PAFAH2 inh	LYPLA1 inh	ZTA counter	PREPL inh	LYPLA2 inh	PAFAH1B2 FP inh	EBNA-1 inhibitor
O=S(N1CCCCC1)C12CC3CC(CC(C3)C1)C2 (stereo not given)	1.1	-3.0	-5.0	-0.7	2.4	2.1	-0.8	4.6	-10.8
Cc1ccc(S(=O)(=O)Nc2cccc3ncccc23)cc1	6.6	2.2	-5.3	1.2	0.2	2.3	-7.1	-1.8	2.1
N#CCCN(CCN1CCCC1)S(=O)(=O)c1ccc(-c2ccc([N+](=O)[O-])cc2)cc1	10.9	2.8	-2.0	-0.4	-2.5	21.8	4.2	4.2	-15.2

# Copied from the list:
# In pPAFAH FP inh, `CCOc1ccc(-n2c(C)nc(O)c2N=Nc2ccccc2)cc1` is entered as 0.4
# In PREPL inh, `CCn1cc(SCC(=O)NC2CCCC2)c2ccccc21` is entered as -7.1
# In LYPLA2 inh, `O=C(/C=N\O)NCCCNCc1ccccc1` is entered as 1.7
# In LYPLA2 inh, `Cc1cc(C)n(CCOc2ccc(Cl)cc2Cl)n1` is entered as 7.1
# In PREPL inh, `O=S(N1CCCCC1)C12CC3CC(CC(C3)C1)C2` (stereo not given) is entered as 2.1
# In PREPL inh, `CCc1ccc2[nH]c(=O)c(CN(Cc3ccco3)C(=S)NCC3CCCO3)cc2c1` (stereo not given) is entered as 9.5
